Screening data as filed in PubChem BioAssay.
FUS yeast rescue = suppressors of FUS proteinopathy in yeast | S. cerevisiae FUS-expressing, growth rescue, OD600, 24 h | Potency, µM (titrated, usually from 76.6 µM), for inactives: at the highest dose growth rescue (activation), most hits filed as activators | actives 0.24% (n = 390,000);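 also: potency is read from the fitted curve at half-maximal effect; plate controls were DMSO vehicle for no effect and reference control for full effect; nearly all actives have a fitted effect of over 55% in size; some results filed as inactive show a strong effect at the top dose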
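Cultures pregrown in 2.5% raffinose medium are shifted to minimal medium containing 2% galactose to express toxic FUS. Compounds are tested at several concentrations. After 24hr at 30C, growth is quantified at 600 nm absorbance.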
PLK1 PBD inh = inhibitors of human PLK1 polo-box domain binding; P53350; Plk1 PBD binding of FITC phosphopeptide, fluorescence polarization; Potency, µM, without a hit: max response, negative = inhibition, most hits filed as inhibitors; actives 2.8% (n = 360,000); AID 720504; also: potency is read from the fitted curve at half-maximal effect; series mostly up to about 57 µM; % is scaled to controls: 0 for no effect and ±100 for the full control effect; nearly all actives have a fitted effect of over 65% in size
aSyn rescue = rescues yeast growth from alpha-synuclein toxicity; Yeast expressing alpha-synuclein, growth rescue, BacTiter-Glo, 24 h; Potency, µM (titrated, usually from 46.1 µM), without a hit: top-dose growth rescue (activation), hits mostly activators; actives 0.14% (n = 370,000); AID 652106; also: potency is read from the fitted curve at half-maximal effect; % of control where 0% means no effect; nearly all actives have a fitted effect of over 65% in size
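Screening used galactose-induced yeast with toxic alpha-synuclein levels, exposed to compound for 24 hr at 30 deg C. Cell growth, read with BacTiter-Glo luminescence, gave the measured signal.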
PI5P4Ka inh = PI5P4K alpha (human) kinase inhibition; P48426; PI5P4Kalpha enzyme, ADP-Glo luminescence, 60 min; active compounds read low; max response, %; actives 1.2% (n = 330,000); active = max response of -50% or lower; inconclusive = between -30% and -50%; inactive = -30% or higher; also: value at the top dose of about 77 µM; % is scaled to controls: 0 for no effect and ±100 for the full control effect
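Human PI5P4Kalpha with substrate in 0.038 M HEPES pH 7.4, 0.28 mM EGTA, 0.1% CHAPS, 5% DMSO; reaction started with 5 microM ATP (final), 60 min at room temperature. ADP formed read by ADP-Glo luminescence.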
IL2 activator = activates IL-2 in a cell-based reporter assay; actives 0.065% (n = 360,000); IL-2 activation reporter assay, cell-based qHTS; stimulated with anti-CD3/CD4/CD28 beads; in transgenic mouse T cells; activation, % (series mostly up to about 46 µM); AID 652025; in the data active = activation above about 50%; inconclusive = mostly about 30% to 49%; also: 0% is about no effect
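Using fluorescent plate cytometry, EGFP and DsRed are detected in transgenic mouse T cells stimulated 18 h at 37 degrees C with antibody-coated beads after 60 min compound pretreatment.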
EPAC1 antag = EPAC1 (human) antagonism. EPAC1 GEF assay, Rap1b-BODIPY-GDP exchange fluorescence. O95398. actives 0.14% (n = 360,000). Potency, µM (titrated, usually from 115 µM), for inactives: at the top dose activity change, negative = inhibition, actives largely listed as inhibitors. AID 720709;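 also: potency is read from the fitted curve at half-maximal effect; plate controls were vehicle for no effect and positive control for full effect; nearly all actives have a fitted effect of over 50% in size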
Target sequence (O95398 whole entry, looked up): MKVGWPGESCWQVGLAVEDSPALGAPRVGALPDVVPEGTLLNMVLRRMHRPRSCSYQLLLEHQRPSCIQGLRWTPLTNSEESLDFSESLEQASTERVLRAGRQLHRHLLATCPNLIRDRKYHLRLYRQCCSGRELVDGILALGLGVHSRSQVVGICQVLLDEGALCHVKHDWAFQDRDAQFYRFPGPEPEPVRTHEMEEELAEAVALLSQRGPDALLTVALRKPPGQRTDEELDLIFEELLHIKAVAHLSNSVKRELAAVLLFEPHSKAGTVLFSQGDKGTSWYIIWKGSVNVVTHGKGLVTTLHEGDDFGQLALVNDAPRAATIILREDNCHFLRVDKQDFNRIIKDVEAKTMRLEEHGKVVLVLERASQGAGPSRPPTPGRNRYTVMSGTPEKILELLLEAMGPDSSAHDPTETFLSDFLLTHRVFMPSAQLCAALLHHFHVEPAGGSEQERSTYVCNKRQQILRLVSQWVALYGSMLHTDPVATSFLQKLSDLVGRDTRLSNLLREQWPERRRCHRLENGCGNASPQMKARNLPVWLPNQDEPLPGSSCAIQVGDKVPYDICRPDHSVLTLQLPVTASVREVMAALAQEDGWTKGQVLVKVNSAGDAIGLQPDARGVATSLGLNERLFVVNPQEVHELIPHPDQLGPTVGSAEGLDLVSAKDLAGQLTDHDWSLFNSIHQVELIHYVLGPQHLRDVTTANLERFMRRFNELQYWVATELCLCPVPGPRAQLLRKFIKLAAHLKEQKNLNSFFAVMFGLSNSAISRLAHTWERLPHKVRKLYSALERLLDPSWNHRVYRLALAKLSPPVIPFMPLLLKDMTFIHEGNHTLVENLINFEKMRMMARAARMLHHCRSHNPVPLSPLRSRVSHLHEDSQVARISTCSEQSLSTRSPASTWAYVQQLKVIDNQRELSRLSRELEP
WRN inhibitor = inhibitors of human WRN helicase; actives 0.46% (n = 360,000); Q14191; AID 651768; WRN helicase unwinding, fluorescent forked duplex, kinetic; Potency, µM (top dose mostly 114 µM), inactives show at the top dose activity change, negative = inhibition, usual class: inhibitors; also: potency is read from the fitted curve at half-maximal effect; % is scaled to controls: 0 for no effect and ±100 for the full control effect; nearly all actives have a fitted effect of over 55% in size
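Enzyme (20 nM final) and test compound sit together 15 min at room temperature before substrate addition. Substrate is a single-forked duplex oligonucleotide (100 nM) labelled with fluorophore and quencher, with 2 mM ATP; helicase unwinding raises red fluorescence, read kinetically.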
Abeta yeast res = compounds reversing amyloid beta toxicity in yeast; yeast expressing A-beta42, growth rescue, OD600, 48 h; response scale: 0% DMSO, 100% iron-clioquinol control; Potency, µM (series often up to 46.1 µM), for the others: at the top dose growth rescue, most hits filed as activators; actives 0.063% (n = 410,000); AID 1347071; also: potency is read from the fitted curve at half-maximal effect; nearly all actives have a fitted effect of over 55% in size
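Yeast growth medium received pinned compounds, then yeast cells expressing toxic A-beta were added; plates incubated at 30 C for 48 hr. Growth read as absorbance at 600 nm, normalized to DMSO and equimolar FeCl3 plus clioquinol controls.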
EPAC1 agonist = agonists of human EPAC1; O95398; EPAC1 agonist qHTS, biochemical assay; response scale: 100% = response to 6.5 mM cAMP; Potency, µM (highest dose often 154 µM), without a hit: at the top dose activation, hits mostly activators; actives 0.073% (n = 360,000); AID 720707; also: potency is read from the fitted curve at half-maximal effect; nearly all actives have a fitted effect of over 60% in size
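EPAC1 100 nM, Rap1B–BODIPY-GDP 250 nM, unlabeled GDP 50 uM; compound titration; 5 min RT; kinetic read ex480/em540 at 5-min intervals ×30 min; data normalized to 6.5 mM cAMP agonist control.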
Numbers without * were called inactive; ? = inconclusive; · = no result given; [ ] = dose if it differs, or a comment. Unless noted, calls follow the shape of the dose curve; as a rule, active = well fitted curve in the direction sought with a large enough effect; inconclusive = small, poorly fitted or top-dose-only effect, or another doubt; inactive = no such curve, though single readings can be large; an effect the other way counts as inactive or inconclusive. Compounds as they come. About 4.1% of those tested had a hit in this group.

[1] CCn1c2ccccc2c2cc(NC(=O)c3ccco3)ccc21
[2] COC(=O)[C@@]12C[C@@H](CC(=O)N3CCCC3)C(=O)N(Cc3ccccc3)C1=CCC(C)(C)C2
[3] O=C(COc1ccc(F)cc1Br)N1CCc2ccccc21
[4] Cc1ccc2c(Cl)cc(Cl)c(OCC(=O)N(C(C)C)C(C)C)c2n1
[5] C=Cc1ccc(C2=CC(=O)C[C@H](c3ccc(OC)cc3)C2)cc1
[6] Cc1ccc2nc3c(c(Nc4ccc(O)cc4)c2c1)CCC3
[7] CC(C)CN(CC(C)C)C(=O)C12CCC(C)(C(=O)C1)C2(C)C (stereo not drawn)
[8] Cc1ccc(S(=O)(=O)NCC(=O)OCC(=O)c2ccc(Cl)s2)cc1
[9] O=C(COc1cccnc1[N+](=O)[O-])NCc1ccc2c(c1)OCO2
[10] Cc1ccc(OCCN2CCOCC2)cc1C
Screen / compound no.	1	2	3	4	5	6	7	8	9	10
FUS yeast rescue	12%	16%	37%	9%	31%	-8%	8%	18%	-9%	13%
PLK1 PBD inh	-5%	-2%	-6%	-3%	-15%	-8%	-5%	-6%	1%	-14%
aSyn rescue	0%	0%	-14%	2%	8%	-22%	-8%	7%	-1%	-13%
PI5P4Ka inh	·	-10	5	0	3	-18	9	-29	1	4
IL2 activator	-1.0	0.8	-2.4	0.8	-0.4	-5.1	5.2	1.1	-1.3	-0.6
EPAC1 antag	-2%	-15%	15%	-14%	-16%	-8%	-7%	-6%	4%	-19%
WRN inhibitor	-20%	7%	-3%	9%	2%	2%	-2%	-5%	-2%	-30%
Abeta yeast res	-33%[inhibitor]	1%	-3%	-6%	2%	-11%	-10%	20%	-7%	-3%
EPAC1 agonist	28%	-11%	-11%	-14%	-1%	1%	-10%	-4%	-3%	6%

Pulled one by one from above:
[7] CC(C)CN(CC(C)C)C(=O)C12CCC(C)(C(=O)C1)C2(C)C (stereo not drawn)
[10] Cc1ccc(OCCN2CCOCC2)cc1C
[8] Cc1ccc(S(=O)(=O)NCC(=O)OCC(=O)c2ccc(Cl)s2)cc1
[1] CCn1c2ccccc2c2cc(NC(=O)c3ccco3)ccc21
Screen / compound no.	7	10	8	1
FUS yeast rescue	8%	13%	18%	12%
PLK1 PBD inh	-5%	-14%	-6%	-5%
aSyn rescue	-8%	-13%	7%	0%
PI5P4Ka inh	9	4	-29	·
IL2 activator	5.2	-0.6	1.1	-1.0
EPAC1 antag	-7%	-19%	-6%	-2%
WRN inhibitor	-2%	-30%	-5%	-20%
Abeta yeast res	-10%	-3%	20%	-33%[inhibitor]
EPAC1 agonist	-10%	6%	-4%	28%

Other entries:
[11] Cc1onc(-c2c(F)cccc2Cl)c1C(=O)N1CCOC12CCCCC2
[12] Cc1ccccc1Nc1cccc2nonc12
[13] COC(=O)C1=C(N)Oc2cc(C)n(CC3CCCO3)c(=O)c2C1c1ccc(Cl)cc1 (stereo not drawn)
[14] Cc1cc(/C=N\NC(=O)CC(=O)NC2CCCCC2)c(C)n1-c1ccc(Cl)c(Cl)c1
[15] Cc1ccccc1NC(=O)c1c([N+](=O)[O-])cnn1C
[16] CCCNC(=O)c1cc(C2CCCCN2S(C)(=O)=O)on1 (stereo not drawn)
[17] Cc1cccn2c(CNC3CCCc4ccccc43)c(C(=O)N3CCOCC3)nc12 (stereo not drawn)
[18] CCCNC(=O)C1(C)CCN(C(=O)Cc2ccc3ccccc3c2)C1 (stereo not drawn)
[19] N#C/C(=C\c1cccc2ccccc12)c1nn(-c2ccccc2)c(N)c1C#N
[20] CCN(CC)C(=O)CSc1nc2ccccc2c(=O)n1-c1cccc(OC)c1
Screen / compound no.	11	12	13	14	15	16	17	18	19	20
FUS yeast rescue	2%	-13%	-6%	19%	-8%	-17%	-26%	3%	8%	10%
PLK1 PBD inh	9%	0%	-1%	0%	-7%	-7%	5%	-5%	2%	-4%
aSyn rescue	2%	5%	1%	15%	-4%	-8%	-1%	-9%	-1%	4%
PI5P4Ka inh	2	17	8	·	1	-12	-1	-7	·	9
IL2 activator	-2.6	2.6	1.3	-3.1	1.2	-0.2	0.5	0.0	-3.2	-1.1
EPAC1 antag	-7%	3%	-15%	-3%	8%	-7%	12%	-3%	9%	1%
WRN inhibitor	-1%[57.1 µM]	-29%	-3%	-18%	2%	0%	9%	8%[57.1 µM]	-17%	-5%
Abeta yeast res	-5%	-4%	21%	-23%	0%	8%	-1%	-21%	18%	17%
EPAC1 agonist	-1%	?	12%	-20%	11%	1%	-6%	-21%	10%	1%

[21] O=C(NCCc1ccc(Cl)cc1)C(=O)c1c[nH]c2ccccc12
[22] O=C(CC1Nc2ccccc2NC1=O)NC1CCCCC1 (stereo not drawn)
[23] CC1CC(C)CN(S(=O)(=O)c2ccc3c(c2)CC(C)N3C(=O)C2CCC2)C1 (stereo not drawn)
[24] COCCn1c(SCC(=O)NCc2ccc3c(c2)OCO3)nnc1C(C)C
[25] Cc1ccc(C)c(NC(=O)C(=O)NCCc2c[nH]c3ccccc23)c1
[26] Cc1ccc(/C=C/C(=O)NN2CCN(C)CC2)cc1
[27] Cc1ccc(Cl)cc1N1CCN(C(=O)C2CCN(S(C)(=O)=O)CC2)CC1
[28] CC(SC(=S)N1CCCC1)C(=O)O (stereo not drawn)
[29] N#CCC(=O)Nc1ccc(C(=O)OCc2ccccc2Oc2ccccc2)cc1
[30] C/C(=N\Nc1ccc(C(=O)O)cc1)c1ccc2c(c1)Nc1ccccc1S2
Screen / compound no.	21	22	23	24	25	26	27	28	29	30
FUS yeast rescue	0%	20%	28%	4%	-5%	5%	14%	-1%	?	32%
PLK1 PBD inh	5%	-10%	-10%	-5%	1%	0%	-1%	-6%	-4%	30µM*
aSyn rescue	5%	-3%	-1%	-1%	1%	6%	-4%	0%	6%	6%
PI5P4Ka inh	4	-12	10	-2	4	1	-7	1	22	?
IL2 activator	-0.5	1.6	-2.3	-3.2	0.9	-2.4	-2.5	2.1	-0.2	2.3
EPAC1 antag	5%	-14%	6%	4%	3%	-3%	14%	0%	-1%	3%
WRN inhibitor	-23%	7%	-4%[57.1 µM]	-5%	-5%	6%	9%	2%	-5%	-35%
Abeta yeast res	4%	-2%	-5%	7%	4%	3%	-10%	5%	11%	?
EPAC1 agonist	3%	-1%	0%	5%	-12%	-5%	-13%	-4%	11%	2%

[31] N#C/C(=C/c1ccco1)C(N)=S
[32] CCOC(=O)c1sc(=NC(=O)c2ccc(S(=O)(=O)N3CC(C)OC(C)C3)cc2)n(C)c1C (stereo not drawn)
[33] C/C(CC(=O)NC1CCCC1)=N\NC(=O)Cc1cccs1
[34] COc1cc(C(C(=O)NC2CCCCC2)N(C(=O)c2cnccn2)c2ccccc2)cc(OC)c1OC (stereo not drawn)
[35] CC1CCCN(C/C(O)=C(\C#N)c2nc3ccccc3[nH]2)C1 (stereo not drawn)
[36] COC(=O)c1ccc(NC(=O)CSc2nnc(-c3ccccc3Br)n2-c2ccccc2)cc1
[37] COc1cccc(-c2nc(CS(=O)(=O)CC(=O)NCCc3ccccc3)c(C)o2)c1
[38] c1ccc(OCc2nn3c(Cn4nnc5ccccc54)nnc3s2)cc1
[39] O=C(O)/C=C(/c1ccccc1)C(F)(F)F
[40] COc1ccc(CCNC(=O)CSc2c[nH]c3ccccc23)cc1OC
Screen / compound no.	31	32	33	34	35	36	37	38	39	40
FUS yeast rescue	33%	-13%	14%	10%	-6%	-9%	5%	31%	-10%	-6%
PLK1 PBD inh	-22%	-3%	-2%	0%	-9%	-10%	-4%	12µM*	-11%	-15%
aSyn rescue	1%	-8%	-10%	10%	-1%	-1%	5%	-10%	-2%	5%
PI5P4Ka inh	-59*	·	·	0	3	0	-1	?	0	-1
IL2 activator	0.6	-2.6	-3.6	0.0	0.7	0.1	-4.0	-2.2	-3.0	-0.6
EPAC1 antag	13%	-2%	23%	1%	-11%	12%	13%	5%	2%	-17%
WRN inhibitor	-36%	-7%	4%	0%	-3%	-6%	-6%	-26%[57.1 µM]	1%	-4%
Abeta yeast res	-12%	7%	-7%	-13%	11%	-4%	-3%	-20%	-3%	8%
EPAC1 agonist	-1%	4%	-1%	0%	1%	-3%	-6%	6%	6%	2%

[41] CN(CC(=O)Nc1sccc1C#N)S(=O)(=O)c1ccc(F)cc1
[42] O=C(NCC1CC1)NC(=O)c1ccccc1F
[43] COc1ccc(OC)c(C2=NOC(C(=O)N3CCN(c4ccccc4)CC3)C2)c1 (stereo not drawn)
[44] COC(=O)[C@@H]1C[C@H]2CC[C@H](O)C[C@H]2N1Cc1ccccc1OC(=O)c1cccs1
[45] COc1ccccc1NC(=S)NNC(=O)c1nn(C)c(C)c1Br
Screen / compound no.	41	42	43	44	45
FUS yeast rescue	1%	-14%	?	0%	22%
PLK1 PBD inh	-21%	-5%	-7%	-19%	-3%
aSyn rescue	-6%	0%	19%	-1%	-4%
PI5P4Ka inh	-17	7	12	-8	-7
IL2 activator	-0.4	-0.1	4.4	-0.1	2.7
EPAC1 antag	-7%	-17%	-1%	-8%	19%
WRN inhibitor	-5%	1%[57.1 µM]	-5%	-1%	-27%[57.1 µM]
Abeta yeast res	-3%	-18%	6%	9%	5%
EPAC1 agonist	10%	-16%	-2%	-17%	-8%
